NCI-60 one-dose screen, 48 h, at 10 µM unless noted. Numbers give growth in % (100 = growth as untreated, 0 = no growth, -100 = all killed).
SNB-75: SNB-75 CNS cancer; 79,000 tested, 5% active; AID 1794750
SW-620: SW-620 colon cancer; 82,000 tested, 5.2% active
COLO 205: COLO 205 colon cancer; 79,000 tested, 7.3% active
HCC-2998: HCC-2998 colon cancer; 79,000 tested, 4.7% active; AID 1794799
KM12: KM12 colon cancer cells; AID 1794800; 82,000 tested, 5% active
HCT-15: HCT-15 colon cancer. 82,000 tested, 5.2% active
NCI-H322M: NCI-H322M lung cancer; 80,000 tested, 2.7% active
HCT-116: HCT-116 colon cancer | 82,000 tested, 7.3% active | AID 1794798
HT29: HT29 colon cancer. 81,000 tested, 7.4% active. AID 1794748
* = called active by the depositor; / = no result given; & = joins results of further samples; [ ] = dose if it differs, or a comment. The calls were made as follows: active = growth percent below 10; inactive = the rest.

Start of the data: the first four records (preview)
Below each compound: HCT-116	HCC-2998	KM12	NCI-H322M	SW-620	SNB-75	HCT-15	COLO 205	HT29
N#Cc1ccc(-c2csc(Nc3ccc4nc5n(c(=O)c4c3)CCC5)n2)cc1
    96	116	103	104	103	/	98	109	105
Clc1ccc(NC(Nc2ccc(Cl)cc2)C(Cl)(Cl)Cl)cc1
    85&62	92&81	85&49	104&81	98&69	105&79	89&66	101&129	98&101
O=C(Cc1ccccc1)NC1=NC(=O)/C(=C\c2ccccc2O)S1
    93	107	101	103	95	77	99	101	113
CSc1nc(O)c(Nc2ccc(Cl)cc2)c(=O)[nH]1
    100	106	98	96	82	86	92	94	103

The list itself, from the first entry:
Below each compound: HCT-116	HCC-2998	KM12	NCI-H322M	SW-620	SNB-75	HCT-15	COLO 205	HT29
N#Cc1ccc(-c2csc(Nc3ccc4nc5n(c(=O)c4c3)CCC5)n2)cc1
    96	116	103	104	103	/	98	109	105
Clc1ccc(NC(Nc2ccc(Cl)cc2)C(Cl)(Cl)Cl)cc1
    85&62	92&81	85&49	104&81	98&69	105&79	89&66	101&129	98&101
O=C(Cc1ccccc1)NC1=NC(=O)/C(=C\c2ccccc2O)S1
    93	107	101	103	95	77	99	101	113
CSc1nc(O)c(Nc2ccc(Cl)cc2)c(=O)[nH]1
    100	106	98	96	82	86	92	94	103
CN(C)c1ccccc1C(=O)NNC(=S)Nc1ccccc1
    101	114	107	100	117	73	99	93	112
CCCCCc1ccc(C2=C(Br)C(=O)c3nc(C)ccc3C2=O)cc1
    48	103	89	91	68	113	77	53	106
COC(=O)c1nc(N)nc(C(=O)OC)c1C(=O)c1ccco1
    117	109	112	106	120	101	101	132	121
O=C1c2ccccc2-c2c1c1cnccc1c(=O)n2CCCn1ccnc1
    50	92	76	74	44	51	82	62	60
O=C(CCc1ccc(O)c(O)c1)c1c(O)cc(O)c([C@@H]2O[C@H](CO)[C@@H](O)[C@H](O)[C@H]2O)c1O
    98	110	108	109	92	99	102	106	101
O=C(CSc1nnc(-c2ccc(Cl)c(Cl)c2)n1-c1ccccc1)Nc1ccc(C(=O)/C=C/c2ccc(Cl)cc2)cc1
    6.8*	110	99	97	94	70	92	93	86
COc1ccc(-c2[nH]c3ccccc3c(=O)c2O)cc1
    46	90	74	50	57	117	29	66	55
O=C(Nc1ccc(S(=O)(=O)O)cc1)c1ccco1
    114	101	105	125	105	86	110	114	/
Cc1ccc2ncc(-c3nnn(-c4ccc(Cl)cc4)c3C)c(C(=O)O)c2c1
    89	99	81	89	90	91	99	93	97
O=C(C[n+]1cccc2ccccc21)c1ccc(O)c(O)c1
    5.2*	90	100	94	24	66	21	56	41
CS(=O)(=O)N(c1cc(-c2ccc3ncnc(Nc4ccc(F)c(Cl)c4)c3c2)cnc1Cl)S(C)(=O)=O
    45	45	67	35	46	-4.9*	29	45	32
COc1cc(CNC(=O)Cc2ccccc2)ccc1OCc1cn(-c2ccc(C)c(C)c2)nn1
    92	114	99	104	104	74	100	99	101
CCCCCCCCn1ncc2c(N[C@H](C)c3ccccc3)ncnc21
    98	115	95	98	110	102	100	128	112
O=C1N(Cc2cccc(F)c2)c2ccccc2S(=O)(=O)N1c1cccnc1Cl
    84	114	98	104	105	114	92	115	99
CC12CC[C@@H]3[C@]4(C)COC(c5ccccc5Cl)O[C@@H]4CC[C@@]3(C)[C@@H]1CC(C1=CCOC1=O)O2 (some centres not stated)
    49	79	81	96	85	99	78	84	74
CCOC(=O)c1ccc(NC(=O)Cn2cnc3c(N(CC)CC)ncnc32)cc1
    92	102	94	89	103	100	106	117	100
CN1C(=O)/C(=C/c2ccccc2)S/C1=N/c1nccs1
    80	102	106	89	89	59	92	124	102
CCOC(=O)c1cn(CC)c2cc(N3CCCCC3)c(F)cc2c1=O
    77	106	100	96	104	89	105	97	102
COc1ccc(CC[N+](C)(C)C)cc1OC
    97	144	109	95	121	97	99	142	115
COc1ccc(-c2cc(-c3cn(-c4cccc(Cl)c4)nc3-c3ccc(OC)cc3)on2)cc1
    101	101	92	87	106	99	91	116	94
NS(=O)(=O)c1ccc(C(=O)N=Nc2c(O)n(Cc3ccccc3)c3ccccc23)cc1
    95	101	103	101	99	82	91	82	108
CC(/C=C/c1ccc(Br)cc1)=N\OCC(=O)Nc1ccc(Cl)cc1
    80	103	87	82	88	84	84	100	93
O=C(Nc1ccccc1)C(O)c1ccccc1 (configuration not stated)
    104	113	96	100	100	100	109	118	97
O=C(Cc1ccc(F)cc1)c1ccccc1
    103	106	111	99	110	100	108	134	109
O=C(NCCc1c[nH]c2ccccc12)c1ccc(S(=O)(=O)NCc2ccco2)cc1
    88	94	99	86	98	105	111	111	108
Cc1ccc(-c2nc(-c3cn(C)c4ncccc34)cs2)cc1
    -73*[100 µM]	-68*[100 µM]	-56*[100 µM]	-32*[100 µM]	-12*[100 µM]	-40*[100 µM]	-18*[100 µM]	-60*[100 µM]	-68*[100 µM]
N#Cc1ccc(-c2nn(-c3ccc(C(=O)O)cc3)cc2CNc2ccc(Oc3ccccc3)cc2)cc1
    17	11	16	88	59	101	50	118	34
O=[N+]([O-])c1ccc(-c2nnc(SCc3nnc(-c4cccc([N+](=O)[O-])c4)o3)o2)cc1
    98	116	97	102	102	95	99	111	104
CN(C)c1ccc(-c2cc(-c3cccc(NS(C)(=O)=O)c3)nc(N)c2C#N)cc1
    5.7*	-42*	-14*	21	24	-2.5*	24	-71*	8.8*
Oc1ccc(/C=N/NC(=S)Nc2ccccc2)nc1
    21	5.1*	11	21	39	31	25	24	35
COc1ccc(-c2nc3ccc(-c4nc5ccc(N6CCN(C)CC6)cc5[nH]4)cc3[nH]2)cc1OC
    23	78	98	97	49	54	91	25	49
COc1ccc(N=Nc2cc(OC)c(N)cc2OC)cc1
    98	/	105	74	106	83	105	98	103
COc1cc2c(=O)n(C)c3ccccc3c2cc1OC
    93	104	101	104	103	86	98	113	97
COc1ccc2c(c1)CCc1[nH]nc(-c3cc(OC)c(OC)c(OC)c3)c1-2
    -3.0*	5.6*	7.0*	47	20	37	10	-65*	0.7*
CSc1nc(-c2cccc(NC(=O)CCl)c2)c(C#N)c(=O)n1C
    7.6*	116	98	107	27	54	11	-20*	-34*
O=C1C=C(NCCCCCCN2C(=O)c3cccc4cccc(c34)C2=O)C(=O)c2ccccc21
    85	86	102	83	97	52	95	107	99

Reformatted with bars between the fields: five of the compounds above
Compound | HCT-116 | HCC-2998 | KM12 | NCI-H322M | SW-620 | SNB-75 | HCT-15 | COLO 205 | HT29
COc1ccc(N=Nc2cc(OC)c(N)cc2OC)cc1 | 98 | / | 105 | 74 | 106 | 83 | 105 | 98 | 103
COc1cc2c(=O)n(C)c3ccccc3c2cc1OC | 93 | 104 | 101 | 104 | 103 | 86 | 98 | 113 | 97
COc1ccc2c(c1)CCc1[nH]nc(-c3cc(OC)c(OC)c(OC)c3)c1-2 | -3.0* | 5.6* | 7.0* | 47 | 20 | 37 | 10 | -65* | 0.7*
CSc1nc(-c2cccc(NC(=O)CCl)c2)c(C#N)c(=O)n1C | 7.6* | 116 | 98 | 107 | 27 | 54 | 11 | -20* | -34*
O=C1C=C(NCCCCCCN2C(=O)c3cccc4cccc(c34)C2=O)C(=O)c2ccccc21 | 85 | 86 | 102 | 83 | 97 | 52 | 95 | 107 | 99

(further entries)
Below each compound: HCT-116	HCC-2998	KM12	NCI-H322M	SW-620	SNB-75	HCT-15	COLO 205	HT29
CN(C)c1ccc(/C=C(\C#N)c2cc3ccccc3[nH]2)cc1
    12	45	25	38	13	11	24	4.0*	5.5*
CCOC(=O)/C=C(C)/C=C/c1ccccc1
    105	113	100	100	98	92	97	103	112
O=C(O)C(O)C(O)C(O)C(O)C(O)C(O)CO (configuration not stated)
    105	111	106	118	113	107	98	112	109
C[N+]1(C)CCCC(C#CC[N+]2(C)CCCC2)C1 (configuration not stated)
    79	97	101	96	110	82	100	108	95
CC1(C)C(=NO)C(C)(C)C1=NO
    103	98	118	100	100	96	102	116	105
CCOC(C)=C(C#N)C#N
    115	109	109	120	106	89	100	117	91
O=C(O)/C(=C\c1ccccc1[N+](=O)[O-])c1ccc2c(c1)OCO2
    99	104	103	/	93	85	102	94	97
CC(C)CCC[C@@H](C)[C@H]1CC[C@H]2[C@@H]3CC[C@H]4C[C@@H](N(C)C)CC[C@]4(C)[C@H]3CC[C@]12C
    103	109	102	101	103	88	104	107	103
Clc1ccc(C2NN3C(=NC4=C2Cc2ccccc2C4)C(c2nc4ccccc4s2)=Cc2cc(Br)ccc23)c(Cl)c1 (configuration not stated)
    45	63	51	93	41	72	60	81	69
CC(C)NCCO
    106	102	112	126	117	88	117	104	105
Cc1ccc(S(=O)(=O)O)c(C)c1Br
    108	96	103	106	100	85	98	107	106
Cc1ccc2nc(-c3c(N)n[nH]c3CCCO)[nH]c(=O)c2c1
    109	111	111	107	101	91	106	105	104
O=c1onc(-c2cc3ccccc3nc2Cl)n1-c1ccc(Br)cc1
    77	105	88	91	84	47	93	102	100
Clc1cccc(Cl)n1
    102	106	111	123	115	111	100	103	100
CC(=O)N1C(=S)NC(=O)C1Cn1cnc2ccccc21 (configuration not stated)
    106	109	101	97	97	77	91	110	106
O[C@@H]1Cc2ccccc2[C@H]1O
    103	91	102	104	101	77	104	112	101
Cc1nnc(N)nc1C
    102&92	103&102	137&106	116&98	99&106	119&106	100&107	118&121	110&120
S=c1[nH]c2ccccc2n1CCc1ccncc1
    86	103	91	116	109	104	87	96	100
COc1cc(NCCCCCN)c2ncccc2c1
    89	125	109	122	99	/	/	119	118
COc1ccc(-c2nnc(SCC(=O)NC3=NN=C(c4ccccc4)CS3)o2)cc1
    94	105	102	102	98	88	106	/	96
ClC1c2cccc3cccc(c23)C1Cl (configuration not stated)
    112	109	104	/	103	79	115	126	114
CCOC(=O)c1cnc2c(-c3ccc(Cl)c(Cl)c3)cnn2c1
    63	85	57	91	42	60	41	77	57
COc1ccc(-c2cnnc3c(-c4cccc(C(F)(F)F)c4)cnn23)cc1
    2.2*	82	83	46	79	-27*	68	135	64
CCN1C(=O)N(CC)C2C1NN=C1SC(C(=O)O)=CC(=O)N12 (configuration not stated)
    101	102	108	90	98	104	94	115	99
NS(=O)(=O)c1ccc(Nc2nc(N=Nc3c(O)n(Cc4ccccc4)c4ccc(Cl)cc34)nc(Nc3ccccc3)n2)cc1
    92	102	109	95	110	101	103	104	101
O=c1[nH]nc(-c2ccccc2)c2sc(NC(=S)Nc3ccc(Cl)cc3)nc12
    88	107	90	100	98	84	90	101	75
COc1cc(Cn2c(SCCC(=O)Nc3cc(OC)c(OC)c(OC)c3)nc3ccccc3c2=O)cc(OC)c1OC
    84	115	97	90	97	67	88	101	106
O=C(O)c1cc(Cl)ccc1Nc1ccc2nnc(-c3ccncc3)n2n1
    91	91	100	55	81	86	85	89	109
[2H]C1([2H])NC([2H])([2H])C([2H])(c2ccc(-n3cc4cccc(C(N)=O)c4n3)cc2)C([2H])([2H])C1([2H])[2H] (configuration not stated)
    84	88	99	99	85	76	101	95	93
Cc1cccc(CNc2c3ccccc3nc3ccccc23)c1
    9.8*	3.6*	26	40	17	37	16	-16*	5.1*
CCC(=O)c1cc(O)ccc1O
    109	98	117	109	108	84	105	118	93
Cc1ccc(-c2nc(C#N)c(S(=O)(=O)N3CCN(S(=O)(=O)c4ccc(C)cc4)CC3)o2)cc1
    107	135	104	109	109	101	105	120	123
O=C(c1nc2ccccc2[nH]1)C1C(c2ccc(Br)cc2)C2CC3CCCC[C@H]3N2[C@@]12C(=O)Nc1cc(Cl)ccc12 (some centres not stated)
    21	40	38	56	31	49	24	22	28
CC1CNC(=S)N(c2ccc(F)cc2)C1=O (configuration not stated)
    111	103	104	/	104	91	103	112	111
c1ccc(Nc2nc(Nc3ccccc3)nc(Nc3ccccc3)n2)cc1
    82	86	84	57	89	/	83	76	75
COc1ccc(NC(=O)Cn2c(-c3nonc3N)nc3ccccc32)cc1Cl
    93	100	/	92	105	94	96	97	96
CC(=O)C1CCC2C3CC=C4CC(O)CCC4(CO)C3CCC12C (configuration not stated)
    103	105	102	89	105	104	102	105	96
C=C(C)[C@@H]1CC[C@]2(C(=O)O)CC[C@]3(C)[C@H](CC[C@@H]4[C@@]5(C)C[C@@H](CC#Cc6cc(OC)c(OC)c(OC)c6)[C@H](O)C(C)(C)[C@@H]5CC[C@]43C)[C@@H]12
    11	61	29	37	40	86	20	27	27
CN(C)c1ccc(/C=C2\C=C(c3ccc(Cl)c(Cl)c3)N(C(=O)c3ccccc3)NC2=O)cc1
    99	116	100	96	103	72	91	110	111
CNC(=O)Nc1ccn([C@@H]2O[C@H](CO)C(O[Si](C)(C)C(C)(C)C)[C@@H]2O[Si](C)(C)C(C)(C)C)c(=O)n1 (some centres not stated)
    50	100	75	96	84	69	59	83	84
CCCCCCCCCCCCCCNC1=C(Cl)C(=O)c2ccccc2C1=O
    99	131	106	103	95	81	101	99	104
COc1ccc(C2=NN(C=O)C(c3ccc(OCCN(C)C)c(OC)c3)C2)cc1 (configuration not stated)
    82	89	101	109	99	74	100	101	89
NS(=O)(=O)c1cc2c(cc1Cl)NC(C(Cl)Cl)NS2(=O)=O (configuration not stated)
    100&101	111	111&111	101&99	110&110	114&78	101&95	113&109	114&101
c1ccc2c(c1)ccc1c2ccc2c3ccccc3ccc21
    107	103	94	97	99	85	100	100	106
CSc1ccc(C(=O)C[n+]2ccccc2C)cc1
    98	106	97	107	102	91	103	112	103
Cc1nn(-c2ccccc2)c(Oc2ccccn2)c1-c1nc2ccccc2[nH]1
    74	112	90	86	95	85	89	113	95
N#C/C(=C\c1ccccc1)c1cc2ccccc2[nH]1
    81	103	78	97	91	90	72	105	96
CC(C)(O)Cc1cccnc1
    102	109	110	105	110	101	104	134	95
